USP1 inh – Inhibitors of USP1/UAF1: Primary Screen. Potency, µM (top dose mostly 57.1 µM), without a hit: at the highest dose activity change, negative = inhibition, actives largely listed as inhibitors. 390,000 compounds, 0.23% hits. Ubiquitin carboxyl-terminal hydrolase 1 (Homo sapiens), O94782. AID 743255, 2014. recombinant USP1/UAF1, Ub-Rhodamine cleavage fluorescence; further: potency means the concentration at half of the fitted maximal effect; on the % scale 0 is the no-effect control and ±100 the full control effect; nearly all actives have a fitted effect of over 60% in size; inactives centre near -12
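USP1/UAF1 complex (1 nM) preincubated 15 min at room temperature with compound, then Ub-Rho substrate (150 nM final) added. Kinetic fluorescence at 480/540 nm over 6 reads at 60 s intervals; 50 mM HEPES pH 7.8, 0.5 mM EDTA, 0.1 mg/ml BSA, 1 mM TCEP, 0.01% Tween-20.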
IDH1 R132H inh – qHTS for Inhibitors of mutant isocitrate dehydrogenase 1 (IDH1): qHTS; IDH1-R132H enzyme, NADPH consumption, diaphorase/resazurin fluorescence; Potency, µM (doses to about 76.6 µM), for inactives: at the highest dose activity change, negative = inhibition, usual class: inhibitors; 390,000 compounds, 0.093% hits; AID 602179, 2012; further: potency means the concentration at half of the fitted maximal effect; on the % scale 0 is the no-effect control and ±100 the full control effect; nearly all actives have a fitted effect of over 65% in size
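IDH1-R132H (0.5 ug/mL dispensed) in pH 7.5 Tris buffer was preincubated 30 min with compound, then given a substrate mix of 0.016 mM NADPH and 2 mM alpha-KG for 80 min at room temperature; remaining NADPH was read by diaphorase/resazurin fluorescence.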
PI4K2A block – qHTS for small molecular inhibitors of PI4K2A | Phosphatidylinositol 4-kinase type 2-alpha (Homo sapiens), Q9BTU6 | purified PI4K2A, ADP-Glo luminescence, 1 h; active compounds read low | activity change, negative = inhibition, % at 76.9 µM | 420,000 compounds, 0.13% hits | AID 1346378, 2018; in the data active means activity change below about -50%; inconclusive means mostly about -30% to -49%;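 further: -100% = wells without enzyme as full effect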
Target sequence (Q9BTU6 whole entry, looked up): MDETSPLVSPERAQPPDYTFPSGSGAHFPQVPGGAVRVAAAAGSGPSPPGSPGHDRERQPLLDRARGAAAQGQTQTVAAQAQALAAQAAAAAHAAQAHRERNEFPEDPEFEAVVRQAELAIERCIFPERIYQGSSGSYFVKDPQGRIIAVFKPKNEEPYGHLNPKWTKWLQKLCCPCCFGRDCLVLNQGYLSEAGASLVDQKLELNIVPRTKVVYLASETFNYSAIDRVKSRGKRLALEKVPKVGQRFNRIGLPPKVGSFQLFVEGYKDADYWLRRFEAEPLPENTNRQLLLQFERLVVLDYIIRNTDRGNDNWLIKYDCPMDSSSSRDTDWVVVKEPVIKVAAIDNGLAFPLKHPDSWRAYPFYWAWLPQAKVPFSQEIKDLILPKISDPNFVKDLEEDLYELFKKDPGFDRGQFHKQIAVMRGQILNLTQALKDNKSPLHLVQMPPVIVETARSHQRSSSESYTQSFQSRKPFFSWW
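PI4K2A activity was measured by ADP-Glo luminescence: enzyme (4 ug/mL stock) and phosphatidylinositol (1.2 mM stock) in Tris pH 7.5/MgCl2/EGTA/Triton X-100 buffer were reacted with ATP (300 microM stock) for one hour at ambient temperature.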
rTrxR1 inhibitor – qHTS Assay for Inhibitors of Mammalian Selenoprotein Thioredoxin Reductase 1 (TrxR1): qHTS; recombinant rTrxR1, NADPH fluorescence consumption, selenite substrate; Potency, µM (series often up to 114 µM), inactives show at the top dose activity change, negative = inhibition, actives largely listed as inhibitors; 390,000 compounds, 1% hits; AID 588453, 2011; further: potency means the concentration at half of the fitted maximal effect; on the % scale 0 is the no-effect control and ±100 the full control effect; nearly all actives have a fitted effect of over 65% in size
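Rat TrxR1 (90 nM in the dispensed reagent) was pre-reduced with 400 uM NADPH for 5 min at room temperature, then incubated with compound for 15 min. After 400 uM selenite was added, NADPH fluorescence (Ex 340/Em 450 nm) was followed for 8 min.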
TRHR PAM – qHTS for Small Molecule Agonists and Allosteric Enhancers of Human TRH Receptor: Primary Screen for Enhancers; TRHR cells, fluo-8 calcium fluorescence, EC20 TRH enhancement; AID 493056, 2011; 360,000 compounds, 0.66% hits; enhancement, % at 2 µM; in the data active means enhancement above about 30%; further: 0% is about no effect
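TRHR-expressing cells loaded with fluo-8 calcium dye were read kinetically (ex 480/em 530) during compound addition, then stimulated with an EC20 of TRH (10 nM final). Enhancement of the Gq-mediated intracellular calcium response was scored.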
D2 antag – HTS Assay for Allosteric Antagonists of the Human D2 Dopamine Receptor: Primary Screen for Antagonists. HEK293 TREx D2 cells, calcium flux, dopamine EC80. D(2) dopamine receptor (Homo sapiens), P14416. 340,000 compounds, 2% hits. inhibition, % at 10 µM; in the data active means inhibition above about 30%; further: 0% is about no effect
Target sequence (P14416 whole entry, looked up): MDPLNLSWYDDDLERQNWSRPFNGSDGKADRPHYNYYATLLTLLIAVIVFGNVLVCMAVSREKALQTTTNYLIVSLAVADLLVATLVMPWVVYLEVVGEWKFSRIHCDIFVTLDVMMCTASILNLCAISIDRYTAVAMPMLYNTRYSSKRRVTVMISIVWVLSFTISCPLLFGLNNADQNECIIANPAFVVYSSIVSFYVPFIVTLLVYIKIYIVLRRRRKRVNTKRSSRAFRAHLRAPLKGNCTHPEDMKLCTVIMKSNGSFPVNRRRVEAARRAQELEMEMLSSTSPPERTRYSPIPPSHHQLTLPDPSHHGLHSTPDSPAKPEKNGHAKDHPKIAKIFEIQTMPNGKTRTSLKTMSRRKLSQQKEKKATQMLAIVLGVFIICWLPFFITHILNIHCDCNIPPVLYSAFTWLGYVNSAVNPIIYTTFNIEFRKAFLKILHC
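Antagonism is scored as inhibition of an EC80 dopamine-evoked calcium signal in a force-coupled, tetracycline-inducible HEK293 T-REx D2 line, with compound present 180 s before agonist.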
D2 agonist – HTS Assay for Allosteric Agonists of the Human D2 Dopamine Receptor: Primary Screen for Agonists | D(2) dopamine receptor (Homo sapiens), P14416 | HEK293 T-REx D2 cells, calcium flux agonist mode | activation, % at 2 µM | 340,000 compounds, 0.53% hits;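 active means activation over 3 SD above normal in the single-dose calcium agonist read, cut at about 30% in these data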; further: 0% is about no effect
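Agonism is scored from calcium flux in a force-coupled, inducible HEK293 cell line expressing D2, read kinetically for 180 s after compound addition against dopamine controls.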
TRHR ag – qHTS for Small Molecule Agonists and Allosteric Enhancers of Human TRH Receptor: Primary Screen for Agonists | Thyrotropin-releasing hormone receptor (Homo sapiens), P34981 | TRHR cells, calcium flux fluo-8, FDSS agonist mode | activation, % at 2 µM | 360,000 compounds, 0.18% hits; in the data active means activation above about 30%; further: 0% is about no effect
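Steps: seed TRHR cells overnight; add fluo-8 no-wash Ca dye, RT 30 min–1.5 h; record 10 s baseline; pin-transfer compounds; monitor fluorescence 1 cycle/s for the agonist window. Calcium increases flag candidate agonists.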
TrxR1 substrate – qHTS Assay for Substrates of Mammalian Selenoprotein Thioredoxin Reductase 1 (TrxR1): qHTS; Thioredoxin reductase 1, cytoplasmic (Rattus norvegicus), O89049; AID 588456, 2011; 390,000 compounds, 0.01% hits; purified TrxR1 substrate turnover, NADPH consumption readout; Potency, µM (highest dose often 114 µM), for the others: top-dose activity change, negative = substrate turnover; further: potency means the concentration at half of the fitted maximal effect; on the % scale 0 is the no-effect control and ±100 the full control effect; nearly all actives have a fitted effect of over 50% in size
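Rat TrxR1, dispensed at 90 nM, was prereduced with 400 uM NADPH (final) for 5 min at ~22 deg C, then incubated with compound 15 min before 400 uM selenite. A first-read NADPH fluorescence drop versus no-compound background flagged substrates.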
* = called active by the depositor; ? = inconclusive; nt = no result given; & = joins results of further samples; [ ] = remark or other dose. Unless noted, the call rests on the fitted dose curve; in most records, active means well fitted inhibition curve with a large enough effect; inconclusive means small, poorly fitted or top-dose-only effect; inactive means no such curve, though single readings can be large or run the other way.

Codes: A = USP1 inh; B = IDH1 R132H inh; C = PI4K2A block; D = rTrxR1 inhibitor; E = TRHR PAM; F = D2 antag; G = D2 agonist; H = TRHR ag; I = TrxR1 substrate
CCCS(=O)(=O)c1nc(S(=O)(=O)c2ccc(C)cc2)c(NCC(C)C)s1
  A: -1%	B: 0%	C: -1	D: 3%	E: -9	F: nt	G: 0.0	H: 1.1	I: 0%

Cc1cccc(OCCSc2nnc(-c3ccoc3C)n2C)c1
  A: -18%	B: 3%	C: -3	D: 8%	E: 4	F: -7	G: -0.5	H: -1.5	I: 7%

CCOC(=O)C1CCN(C(=O)c2ccc(N3CCOCC3)c([N+](=O)[O-])c2)CC1
  A: -18%	B: -1%	C: -1	D: 30%[activator]	E: -1	F: 2	G: -0.4	H: -0.9	I: 5%

c1ccc(OCc2nc3ccccc3s2)cc1
  A: -3%	B: 8%	C: -8	D: 7%	E: 2	F: -6	G: -0.6	H: -0.1	I: 0%

COc1ccc(CCNC(=O)c2ccc(N(C)S(=O)(=O)c3ccc(C)cc3)cc2)cc1OC
  A: -14%	B: 5%	C: 10	D: 23%	E: -13	F: 7	G: 1.7	H: -0.2	I: 3%

O=C(Nc1ccc(F)cc1)Nc1cccc(Br)c1
  A: -20%	B: 6%	C: -5	D: 11%	E: nt	F: nt	G: nt	H: nt	I: -6%

CCOC(=O)C1(Cc2cccc(Cl)c2)CCCN(C(=O)CCSC)C1 (stereo unspecified)
  A: -3%	B: 6%	C: -1	D: 20%	E: -8	F: -2	G: -1.1	H: 0.0	I: 7%

CCOC(=O)c1[nH]c(C)c(C(=O)OCC(=O)NCc2ccc(Cl)cc2)c1C
  A: -22%	B: -1%	C: -7	D: 24%	E: -6	F: 10	G: -1.1	H: 0.1	I: 2%

O=C(CN1CCN(c2cccc(C(F)(F)F)c2)CC1)N(C1CCCC1)C1CCS(=O)(=O)C1 (stereo unspecified)
  A: -18%	B: 1%	C: 4	D: -9%	E: -3	F: -4	G: -0.7	H: 3.0	I: -9%

Cc1ccccc1CNC(=O)C1CCCN(S(=O)(=O)N(C)c2ccc(F)cc2)C1 (stereo unspecified)
  A: -25%	B: 10%	C: 1	D: -1%	E: 0	F: nt	G: -0.6	H: -0.3	I: -6%

CCn1nnc(NC(=O)c2cccc(-c3cc4ccccc4oc3=O)c2)n1
  A: -9%	B: 0%	C: 4	D: 14%[57.1 µM]	E: 1	F: -19	G: 1.5	H: -0.6	I: 91%[activator][57.1 µM]

COCCNC(=O)C(=O)Nc1ccc(Cl)cc1C
  A: -7%	B: 7%	C: 2	D: 19%	E: -5	F: 6	G: 0.5	H: -0.6	I: 5%

COC(=O)c1cc(C(=O)c2cc(F)ccc2O)cn2c(=O)c3c(C)c(C)sc3nc12
  A: 36%[activator]	B: 20%	C: -4	D: 17%[57.1 µM]	E: -5	F: -22	G: 2.1	H: 3.0	I: -1%[57.1 µM]

COc1ccc(C2C(CC(=O)O)=C(Nc3ccccc3)C(=O)N2c2ccccc2)cc1 (stereo unspecified)
  A: -16%	B: 11%	C: -3	D: -16%	E: -9	F: 3	G: -0.2	H: -0.4	I: 2%

COc1ccc(N2CCN(C(=O)c3ccc4[nH]c(C)c(C)c4c3)CC2)cc1
  A: -10%	B: 3%	C: -3	D: 13%	E: -5	F: -9	G: 0.5	H: 0.5	I: -1%

Given with bars between the fields: 4 of the compounds above
smiles | USP1 inh | IDH1 R132H inh | PI4K2A block | rTrxR1 inhibitor | TRHR PAM | D2 antag | D2 agonist | TRHR ag | TrxR1 substrate
CCCS(=O)(=O)c1nc(S(=O)(=O)c2ccc(C)cc2)c(NCC(C)C)s1 | -1% | 0% | -1 | 3% | -9 | nt | 0.0 | 1.1 | 0%
Cc1cccc(OCCSc2nnc(-c3ccoc3C)n2C)c1 | -18% | 3% | -3 | 8% | 4 | -7 | -0.5 | -1.5 | 7%
CCOC(=O)C1CCN(C(=O)c2ccc(N3CCOCC3)c([N+](=O)[O-])c2)CC1 | -18% | -1% | -1 | 30%[activator] | -1 | 2 | -0.4 | -0.9 | 5%
c1ccc(OCc2nc3ccccc3s2)cc1 | -3% | 8% | -8 | 7% | 2 | -6 | -0.6 | -0.1 | 0%

Continued.
Codes: A = USP1 inh; B = IDH1 R132H inh; C = PI4K2A block; D = rTrxR1 inhibitor; E = TRHR PAM; F = D2 antag; G = D2 agonist; H = TRHR ag; I = TrxR1 substrate
CCOc1ccc(NC(=O)c2ccco2)cc1
  A: -10%	B: 5%	C: -2	D: 5%	E: -3	F: 2	G: -0.5	H: -0.6	I: 4%

CCOc1c(Cl)cc(CNc2ccc3[nH]c(=O)[nH]c3c2)cc1OC
  A: -15%	B: 6%	C: -2	D: ?	E: 8	F: nt	G: 0.6	H: 1.2	I: -3%

CC(c1ccco1)N(C(=O)c1cccs1)c1ccccn1 (stereo unspecified)
  A: 20%	B: 1%	C: -1	D: 1%	E: -3	F: -1	G: 2.5	H: -0.1	I: 5%

Cc1cccc(C)c1NC(=S)Nc1ccc(Cl)c(Cl)c1
  A: -23%	B: 9%	C: 7	D: 5%[57.1 µM]	E: 4	F: 25	G: -0.5	H: 1.9	I: 4%[57.1 µM]

O=C(NCCCN1CCOCC1)C1(c2ccccc2)CCCC1
  A: -9%	B: 8%	C: -18	D: -7%	E: -4	F: 5	G: 0.4	H: 0.1	I: 0%

Cc1ccc(-n2c(C)c([N+](=O)[O-])c3ccc(O)cc32)cc1
  A: nt	B: nt	C: nt	D: nt	E: -3	F: -6	G: 0.5	H: 1.4	I: nt

O=C(CSc1ncn[nH]1)Nc1ccc(OCc2ccccc2)cc1
  A: -3%	B: -3%	C: 0	D: -4%	E: 1	F: -4	G: -0.6	H: -0.4	I: -7%

O=C(CC(=O)c1ccccc1)CC(O)(C=Cc1ccccc1)c1ccccc1 (stereo unspecified)
  A: -18%	B: -7%	C: 5	D: 10%[2.29 µM]	E: nt	F: nt	G: nt	H: nt	I: 4%[2.29 µM]

Cc1occc1-c1nnc(SCC(=O)c2ccc(F)cc2)o1
  A: -6%	B: 9%	C: -12	D: -6%	E: -8	F: 16	G: -2.8	H: -1.4	I: 7%

CCn1nnc(NC(=O)c2ccc(Br)o2)n1
  A: -20%	B: 0%	C: 1	D: 7%	E: -2	F: -2	G: 0.4	H: 0.4	I: 3%

CCCCNC(=O)C(C#N)c1nc2ccccc2nc1N1CCCC1 (stereo unspecified)
  A: nt	B: nt	C: nt	D: nt	E: 0	F: -6	G: 0.7	H: -0.7	I: nt

CCN1CCN(CCNC(=O)CCc2c(C)c3c(C)nn(-c4ccccc4)c3n(C)c2=O)CC1
  A: -24%	B: -8%	C: -2	D: 26%	E: -4	F: -8	G: -1.9	H: 0.6	I: 21%

COc1ccc(-c2cc(C(=O)Nc3ccc(C(N)=O)cc3)c3ccccc3n2)cc1
  A: -17%	B: -3%	C: -2	D: 34%[57.1 µM]	E: -1	F: -1	G: 0.6	H: 0.6	I: 63%[activator][57.1 µM]

CC(=O)c1cccc(S(=O)(=O)NC2CCSc3ccccc32)c1 (stereo unspecified)
  A: -3%	B: 3%	C: 3	D: 10%	E: 0	F: -5	G: -0.1	H: 0.2	I: 2%

C/C(=N\NC(=O)Cc1ccccc1[N+](=O)[O-])c1cccnc1
  A: -16%	B: 19%	C: -2	D: 7%	E: 3	F: -4	G: 0.8	H: -0.2	I: 3%

CC(C)CN1CCC(=O)N([C@H](CSc2ccccc2)Cc2ccccc2)CC1
  A: -14%	B: -1%	C: -9	D: -11%&-18%	E: -12	F: nt	G: nt	H: 0.6	I: -4%&-12%

N#Cc1ccc(-c2ccc(F)cc2)nc1Sc1ccccc1
  A: -10%	B: 2%	C: 5	D: 5%[57.1 µM]	E: -2	F: -5	G: 1.5	H: 0.8	I: 0%[57.1 µM]

CC(=O)c1cc(F)c(N2CCN(CCC#N)CC2)cc1C
  A: 3%	B: 0%	C: 6	D: -28%	E: 2	F: 0	G: nt	H: 0.5	I: -13%

O=C(COC(=O)CCC(=O)c1ccc(F)cc1)NCc1ccccc1Cl
  A: -5%	B: 1%	C: -1	D: 19%[57.1 µM]	E: nt	F: nt	G: nt	H: nt	I: 10%[57.1 µM]

CCOc1cc(/C=N/NC(=O)c2ccccc2OCc2ccc(F)cc2)ccc1O
  A: -4%	B: -7%	C: 2	D: -15%	E: -10	F: nt	G: nt	H: -0.6	I: -17%

CCC(O)C1CCN(C(=O)c2cc(COc3ccc(F)cc3F)on2)CC1 (stereo unspecified)
  A: -15%	B: 0%	C: 2	D: 31%	E: 3	F: 0	G: 0.4	H: -0.2	I: 2%

CCC(=O)N1CCn2c1nc1ccccc12
  A: -1%	B: 0%	C: -1	D: 27%	E: -1	F: -4	G: 0.6	H: -0.3	I: 9%

O=C1CN(CC(=O)Nc2ccc(Cl)cc2)CCN1
  A: 1%	B: -1%	C: 0	D: 9%	E: 2	F: 25	G: 1.2	H: 0.5	I: -2%

COC(CNS(=O)(=O)c1ccc(S(=O)(=O)N2CCCC2)cc1)OC
  A: -6%	B: -8%	C: 2	D: 21%[57.1 µM]	E: -6	F: 7	G: 1.4	H: 0.0	I: 9%[57.1 µM]

COC(=O)C1=C(C)n2nnnc2NC1c1cc2ccccc2o1 (stereo unspecified)
  A: 3%	B: 1%	C: 5	D: 6%	E: 3	F: -2	G: 0.3	H: -0.2	I: 1%
